PP1 inh = blocks human PP1-alpha phosphatase, a PP5 counter-screen; purified PP1alpha, OMFP fluorescence; P62136; AID 2235; 320,000 tested, 0.9% active; inhibition, % at 6.7 µM;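 active = inhibition above the mean inhibition of all tested compounds plus 3 SD, computed separately for each screening campaign, cut at about 15% in these data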
ZTA DNA inh = ZTA (EBV) inhibition in EBNA-1 counter-screen; P03206; ZTA-DNA binding, fluorescence polarization; inhibition, % at 11 µM; 320,000 tested, 0.15% active; AID 2234; in the data active = inhibition above about 33%
Target sequence (P03206 whole entry, looked up): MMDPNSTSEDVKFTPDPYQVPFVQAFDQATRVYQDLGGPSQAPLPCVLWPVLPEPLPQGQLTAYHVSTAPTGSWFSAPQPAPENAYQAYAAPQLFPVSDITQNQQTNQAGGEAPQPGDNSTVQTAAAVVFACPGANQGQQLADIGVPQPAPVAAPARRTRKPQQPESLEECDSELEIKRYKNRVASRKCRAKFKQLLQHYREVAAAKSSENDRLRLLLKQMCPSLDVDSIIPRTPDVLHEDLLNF
TPT1 inhibitor = blocks Candida albicans tRNA 2'-phosphotransferase; recombinant caTPT1, FP RNA substrate dephosphorylation; inhibition, % at 5 µM; 300,000 tested, 0.81% active; AID 1962;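 active = inhibition above the mean of all tested compounds plus 3 SD, set per screening campaign, cut at about 24% in these data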;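 also: plate controls were DMSO alone for no effect and ferristatin control at 100 nM for full effect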
EBNA-1 inh = blocks EBNA-1 binding to DNA | EBNA-1 DNA binding, fluorescence polarization | inhibition, % at 14.8 µM | 300,000 tested, 0.34% active; in the data active = inhibition above about 28%
PREPL inh = inhibitors of human prolyl oligopeptidase-like enzyme PREPL | Q4J6C6 | recombinant PREPL, fluorescence polarization activity-based probe | inhibition, % at 5.96 µM | 320,000 tested, 0.68% active | AID 2751; in the data active = inhibition above about 43%;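 also: 0% = enzyme with DMSO and 100% = wells lacking enzyme; many of its hits are not listed in these tables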
Target sequence (Q4J6C6 whole entry, looked up): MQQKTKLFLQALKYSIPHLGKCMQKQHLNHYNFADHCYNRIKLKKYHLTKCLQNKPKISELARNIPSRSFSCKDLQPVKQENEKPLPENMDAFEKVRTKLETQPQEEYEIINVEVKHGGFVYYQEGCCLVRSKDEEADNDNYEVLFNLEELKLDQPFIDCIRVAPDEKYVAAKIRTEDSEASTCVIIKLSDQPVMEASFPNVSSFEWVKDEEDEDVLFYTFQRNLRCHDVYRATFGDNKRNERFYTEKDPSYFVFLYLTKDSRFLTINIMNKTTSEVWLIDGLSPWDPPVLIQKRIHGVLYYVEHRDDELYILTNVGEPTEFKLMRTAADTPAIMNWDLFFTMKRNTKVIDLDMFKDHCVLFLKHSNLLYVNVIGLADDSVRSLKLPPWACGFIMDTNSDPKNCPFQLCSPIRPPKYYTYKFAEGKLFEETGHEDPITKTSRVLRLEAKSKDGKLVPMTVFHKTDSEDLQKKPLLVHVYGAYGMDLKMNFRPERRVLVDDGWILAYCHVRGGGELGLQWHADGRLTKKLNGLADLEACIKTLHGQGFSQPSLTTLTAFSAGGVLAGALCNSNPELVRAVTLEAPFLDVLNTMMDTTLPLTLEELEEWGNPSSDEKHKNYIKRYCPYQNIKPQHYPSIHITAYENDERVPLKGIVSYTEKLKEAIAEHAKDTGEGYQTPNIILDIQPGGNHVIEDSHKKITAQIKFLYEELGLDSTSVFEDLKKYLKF
Efflux pump inh = antifungal efflux pump inhibition, Nile Red retention. S. cerevisiae Candida pump triplex. inhibition, % at 10 µM. 330,000 tested, 0.44% active;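 active = plate passing quality check with inhibition over a set limit, or well fluorescence over plate mean plus 4 SD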;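 also: Nile Red retained in pooled yeast measured as flow cytometry median fluorescence; 0% = buffer negative control and 100% = Enniatin B positive control; higher means more Nile Red kept so more efflux inhibition; some compounds called inactive have numbers as strong as hits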
Fh CTSL1 inh = counter-screen for PFM18AAP inhibitors: inhibitors of F. hepatica cathepsin L1 | recombinant F. hepatica cathepsin L1, Z-Leu-Arg-MCA fluorescence | inhibition, % at 5.96 µM | 300,000 tested, 0.49% active;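 active = inhibition above the mean of all tested compounds plus 3 SD, set per screening campaign, cut at about 17% in these data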;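 also: 0% = plate median of test compound wells and 100% = 1 µM Z-Phe-Ala-diazomethylketone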
HCV core dimer = HCV core protein dimerization inhibition. TR-FRET GST/Flag-core106 dimerization, 1536-well. inhibition, % at 5 µM. 300,000 tested, 0.33% active. AID 1899;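 active = inhibition above the mean of all tested compounds plus 3 SD, set per screening campaign, cut at about 45% in these data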
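System: GST/Flag-tagged HCV core106 proteins. Incubation: compound-protein-antibody incubation 4 h at 22.5 °C. Technique: HTRF with 340 nm excitation, 617/671 nm emission. Medium: KF-containing HEPES buffer, pH 7.45, DTT, CHAPS, BSA. Read-out: inhibition (%) from 671 over 617 nm ratio. Also added: Eu(K)-anti-GST 90 ng/mL plus XL665-anti-Flag 1 µg/mL.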
PP5 primary = PP5 (human) phosphatase inhibition | AID 1987 | P53041 | 320,000 tested, 0.18% active | purified PP5c, OMFP substrate fluorescence | inhibition, % at 6.7 µM;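 active = inhibition above the campaign's mean inhibition across all tested compounds plus 3 SD, cut at about 9.5% in these data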;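 also: 0% = DMSO only and 100% = 100 µM cantharidin control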
* hit, by the source's call; / = no result given. Not all compounds are listed (hit frequency here may not be typical).

Screens in order – PP1 inh	ZTA DNA inh	TPT1 inhibitor	EBNA-1 inh	PREPL inh	Efflux pump inh	Fh CTSL1 inh	HCV core dimer	PP5 primary
Cn1cc(CN2CCC(C(=O)Nc3cccc(-c4cscn4)c3)CC2)cn1
 : -1	-13	-1	2	8	-0.3	-3	-16	1.9
CN(C)C(CNC(=O)c1ccc(S(=O)(=O)N(C)C)cc1)Cc1ccccc1 (stereo not given)
 : -5	-21	1	1	8	-0.1	-6	-6	-0.5
CC(C)OC(=O)C1C2C=CC3(CN(C(C)c4ccc(Br)cc4)C(=O)C13)O2 (stereo not given)
 : 0	7	1	8	1	-0.1	-6	7	1.1
CC(=O)N1CCCc2ccc(NS(=O)(=O)c3ccc(C)cc3)cc21
 : 2	19	-7	3	20	-0.1	1	-9	0.9
CC(=O)c1cn(CC(=O)Nc2ccccc2)c2ccccc12
 : -5	-5	-3	3	5	0.0	-2	1	-0.7
COC(=O)C1C(=O)c2c([nH]c(C(=O)OC3CCCCCC3)c2C)CC1C (stereo not given)
 : 0	3	-5	-9	-3	-0.2	3	3	2.2
CC(C)NC(=O)COC(=O)C1CSC2(c3ccc(Br)cc3)CCC(=O)N12 (stereo not given)
 : -5	-8	-3	-4	3	-0.1	1	0	-3.2
CN(C)S(=O)(=O)N1CCCC(C(=O)c2ccc(-c3ccccc3)cc2)C1 (stereo not given)
 : -6	2	1	15	15	0.1	4	9	-0.2
O=C(Nc1ccc(F)cc1)c1ccccc1CC[N+](=O)[O-]
 : -2	18	-3	8	0	-0.3	4	4	-1.2
CCC(C)NC(=O)CSc1nnc(-c2cc(-c3ccc(C)cc3)nc3ccccc23)n1N (stereo not given)
 : 2	-7	0	6	-21	0.1	2	-5	3.2
CCN(CC)c1cc2nonc2c2nonc12
 : 4	23	-1	5	-19	0.0	0	-2	0.1
O=C(CCl)NC(Cc1ccccc1)c1ccccc1 (stereo not given)
 : -3	6	1	9	-9	0.0	10	-1	-0.7
CCCOC(=O)c1ccc(NC(=O)c2cc(=O)[nH]c3ccccc23)cc1
 : 0	3	1	-3	-6	-0.3	-2	0	2.4
OC1(c2ccccc2)CNCCc2ccccc21 (stereo not given)
 : -1	-8	-1	-1	-6	0.0	-2	-3	4.7
Cc1[nH]n(-c2ccccc2)c(=O)c1N=Nc1cccc(C(=O)O)c1
 : 6	4	0	2	4	-0.1	4	-3	1.6
CCCOc1ccc(CSCCNC(=S)Nc2ccccc2)cc1
 : 1	-6	2	5	5	0.5	5	2	1.9
COc1ccc(N=C2C(=Nc3ccc(OC)cc3)N(c3ccccc3)C(=S)N2C(=O)c2ccc(Cl)cc2)cc1
 : -2	9	2	8	-8	-0.1	-2	7	1.1
CCCCNS(=O)(=O)c1ccc2nc(SCC(=O)Nc3ccccc3Cl)[nH]c2c1
 : 1	-15	4	-2	-10	-0.5	0	2	3.4
O=[N+]([O-])c1ccc2n[nH]nc2c1
 : -2	2	-3	-4	4	0.0	1	1	-2.7
CCOC(=O)c1oc2ccccc2c1COC(=O)CNC(=O)c1ccc(C)cc1
 : -3	1	-5	-2	-6	0.2	-4	-1	3.9

Some values from above.
EBNA-1 inh with `O=C(CCl)NC(Cc1ccccc1)c1ccccc1` (stereo not given) = 9
Efflux pump inh with `CCOC(=O)c1oc2ccccc2c1COC(=O)CNC(=O)c1ccc(C)cc1` = 0.2
HCV core dimer with `Cc1[nH]n(-c2ccccc2)c(=O)c1N=Nc1cccc(C(=O)O)c1` = -3
PREPL inh with `O=C(Nc1ccc(F)cc1)c1ccccc1CC[N+](=O)[O-]` = 0

Other compounds follow.
Screens in order – PP1 inh	ZTA DNA inh	TPT1 inhibitor	EBNA-1 inh	PREPL inh	Efflux pump inh	Fh CTSL1 inh	HCV core dimer	PP5 primary
COc1ccccc1OCCCn1c(=O)sc2ccccc21
 : -2	5	0	8	5	0.1	0	1	-0.2
Cc1c(C(=O)NN)nn(-c2ccc(F)cc2)c(=O)c1C#N
 : 0	-13	-1	-18	16	0.0	0	-13	1.5
Cc1ccc(C(=O)NCCNS(C)(=O)=O)cc1
 : 2	-32	-2	0	11	-0.1	-1	-8	1.4
O=S(=O)(N1CCCCCC1)N1CCN(S(=O)(=O)N2CCOCC2)CC1
 : -3	-11	-3	-2	-3	0.2	-3	-6	-1.4
CCOc1ccc(NC(=S)N(CCc2c(C)[nH]c3ccc(C)cc23)Cc2ccncc2)cc1
 : 2	-2	1	4	28	0.1	0	11	1.4
N/C(=N\OC(=O)Cc1cccs1)c1ccccc1
 : -3	7	3	4	3	0.0	-10	12	0.1
CCn1c(C)c(C(C)=O)c(N2CCN(c3ccccc3)CC2)nc1=S
 : -2	-7	-2	4	15	0.1	-3	-3	-1.4
CC1=CCC(C(=O)O)C(C(=O)NC2CCCCC2)C1 (stereo not given)
 : -1	4	0	6	10	0.1	3	-13	0.9
Fc1ccc(CN2CCCCCCC2)cc1F
 : -5	-7	-6	-6	6	0.0	-3	4	0.0
COC(=O)c1ccccc1NC(=O)CN1CCN(C(=O)c2ccco2)CC1
 : -1	7	0	0	-6	0.0	1	1	1.9
Cc1cc2nc(-c3cccnc3SCC(=O)NC(C)C)[nH]c2cc1C
 : 0	13	3	-2	9	-0.3	0	3	1.6
CC1(C)Cc2c(sc3c2c(=N)n(Cc2ccco2)c(=O)n3CC(=O)Nc2ccc(Cl)cc2)CO1
 : -1	-9	2	-5	-3	-0.1	7	21	2.5
O=C(Nc1cc2c(ccc3ccccc32)oc1=O)C1CCCCC1
 : -5	-6	-1	7	13	0.0	-2	2	-0.8
CCC1CCc2sc(C(=O)NNC(=O)c3ccncc3)cc2C1 (stereo not given)
 : 7	9	3	1	0	0.0	-1	13	-1.3
COC(=O)Nc1nnc(CCc2ccccc2)s1
 : 0	8	0	3	-19	-0.2	-1	0	1.1
O=C(O)c1ccccc1C(=O)NCc1ccccc1
 : 2	-18	-7	0	6	0.0	-2	-5	3.5
CCN(CC)CC(O)COCCC12CC3CC(CC(C3)C1)C2 (stereo not given)
 : 0	-5	-1	0	-5	0.0	-5	-3	7.3
Cc1ccc(C(=O)O)c(C(=O)Nc2nc(C)cs2)c1
 : 3	21	-4	10	-3	0.0	-2	1	-1.6
S=C(NCc1ccco1)Nc1ccc(Br)cn1
 : 6	-6	2	-2	3	0.1	-4	8	2.4
O=C(CCN1C(=O)/C(=C/c2ccccc2Cl)SC1=S)NC1CCS(=O)(=O)C1 (stereo not given)
 : 2	-2	-2	-2	24	0.1	4	7	0.9

Part of the list above, limited to Fh CTSL1 inh and TPT1 inhibitor.
compound | Fh CTSL1 inh | TPT1 inhibitor
CC1(C)Cc2c(sc3c2c(=N)n(Cc2ccco2)c(=O)n3CC(=O)Nc2ccc(Cl)cc2)CO1 | 7 | 2
CCC1CCc2sc(C(=O)NNC(=O)c3ccncc3)cc2C1 (stereo not given) | -1 | 3

Next results follow:
Screens in order – PP1 inh	ZTA DNA inh	TPT1 inhibitor	EBNA-1 inh	PREPL inh	Efflux pump inh	Fh CTSL1 inh	HCV core dimer	PP5 primary
N/C(=N\OC(=O)c1cccc(Br)c1)c1ccccn1
 : -2	-28	-2	-7	-1	0.0	10	-12	-2.8
Cc1ccc(NC(=O)CSc2nc3[nH]ncc3c(=O)[nH]2)cc1
 : -1	-19	-2	14	20	-0.2	1	-5	-2.2
Fc1ccccc1Cn1nnc2c(NCCc3ccccn3)ncnc21
 : 0	-17	-3	5	14	-0.1	0	-9	2.9
Cc1ccc(C(=O)Cn2nnc3c(sc4nc5c(c(-c6ccccc6)c43)CCC5)c2=O)cc1
 : 1	-9	-3	-2	-2	0.1	-1	20	3.2
O=C1CC(N2CCN(c3ccc(Cl)cc3)CC2)C(=O)N1c1ccc(F)cc1 (stereo not given)
 : -2	14	-1	1	15	0.0	4	2	1.7
COc1ccc(-n2c(Cn3c(=O)sc4ccccc43)nnc2SC)cc1
 : -4	0	-3	-5	-6	0.2	-2	-2	2.6
COC(=O)CNC(=O)CN1C(=O)N(c2ccccc2)C(N(O)C(=O)Nc2ccccc2)C1(C)C (stereo not given)
 : -2	-19	-8	2	10	0.0	-3	-2	3.6
COc1ccc(S(=O)(=O)N(C)c2ccc(C(=O)NCC3CCCO3)cc2)cc1 (stereo not given)
 : -2	-12	-1	7	25	-0.2	2	1	-0.5
COc1cccc(C2Nc3ccc4ccccc4c3C3=C2C(=O)CC(C)(C)C3)c1OCC(=O)O (stereo not given)
 : 0	7	2	6	-1	0.0	4	7	-1.0
CCN1C(=O)c2ccccc2Sc2ccc(C(=O)NC(C)C)cc21
 : -4	19	2	11	0	0.1	-1	0	-0.5
Cc1cc(C)n2nc(SCCCC(=O)c3ccccc3)nc2n1
 : -3	-3	0	-1	8	0.0	-3	-1	1.6
Cc1c(S(=O)(=O)N2CCOCC2)c(=O)n(C)c(=O)n1C
 : 5	-6	-4	6	4	0.1	0	3	1.9
COc1ccc(OC)c(Cc2nnc(CCC(=O)NC3CCCCCCC3)o2)c1
 : 1	11	2	3	3	0.0	0	-1	-1.3
CC(C)(/C=N/O)/[N+]([O-])=C/c1ccccc1C(F)(F)F
 : 2	-18	-2	-10	11	0.1	-1	-1	3.0
CCC(Cc1ccccc1)NS(=O)(=O)c1ccc2c(c1)NC(=O)CO2 (stereo not given)
 : -5	-6	-4	-6	-9	-0.1	0	4	3.4
CCOC(=O)c1cc(C(=O)OCC)cc(-n2cc(O)c(C(=O)OCC)n2)c1
 : -3	-13	1	-4	18	-0.1	-2	-3	2.5
COC1=C(N2CCOCC2)C(=O)c2ccccc2C1=O
 : 1	-22	-7	0	8	0.0	21*	-29	7.0
O=C(COC(=O)Cc1ccsc1)Nc1ccc(Cl)cn1
 : 0	3	/	/	10	0.3	/	/	3.8
Cn1c(=O)oc2cc(S(=O)(=O)N3CCC4(CC3)OCCO4)ccc21
 : -4	-6	16	12	9	0.0	-2	-2	1.2
Cn1cc(C[C@H](NC(=O)OC(C)(C)C)C(=O)N[C@H](CO)Cc2ccccc2)c2ccccc21
 : -2	-14	3	11	6	0.0	1	12	0.1
Clc1ccc(CSCCc2ccncc2)cc1
 : 13	-3	1	-2	0	0.2	-4	-1	4.0

Screening data as filed in PubChem.
